APP 5'UTR act: activators of APP 5'UTR luciferase reporter, primary screen, SH-SY5Y cells; SH-SY5Y APP 5'UTR luciferase reporter, luminescence; zero percent = DMSO vehicle wells; activation, % at 2 µM; 1% of 190,000 active; AID 1276, 2008;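 active = activation above a set limit, based on mean plus 3 SD of controls, cut at about 140% in these data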; note: values of inactives mirror those of a sister screen read the other way
APP 5UTR inh: inhibitors of APP translation via 5'UTR reporter, primary screen, APP 5'UTR luciferase, SH-SY5Y cells | SH-SY5Y APP 5'UTR-luciferase reporter, luminescence | inhibition, % at 2 µM | 0.82% of 190,000 active;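 active = inhibition above a set limit, derived from the sample mean plus 3 SD, cut at about 45% in these data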; note: values of inactives mirror those of a sister screen read the other way
NF-kB neuron act: activators of NF-kB expression in neurons, primary screen, cell-based, HTS; human neuronal cells, NF-kB reporter expression; stronger effect = higher value; fold change at 12.5 µM; 1.6% of 190,000 active; AID 1239, 2008; in the data active = fold change above about 3.3
FLuc act counter: FLuc activators, initial screening, artefact control for FLuc-dependent activation tests, biochemical, ATPlite luminescence; activation factor at 10 µM; 200,000 tested, under 10 active; ATPlite luciferase biochemical, 10 min; 0 = ATP-free wells, 1 = DMSO control; AID 1027, 2008; Luciferin 4-monooxygenase (Photinus pyralis), P08659;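 active = luciferase activation factor, scaled between plate controls, of at least 2 with compound at 10 µM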
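Material: luciferase plus luciferin reagent, cell-free. Medium: PBS buffer for ATP. Also added: ATP substrate, dispensed from a 10.24 µM working solution in PBS. Doses: test compounds dosed from 2 mM stocks in 100% DMSO. Incubation: 10 min post-reagent at room temperature. Technique: light output (luminescence). Read-out basis: luminescence gain marking luciferase activators.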
TLR4-MyD88 BLA: inhibitors of TLR4-MyD88 association in cells, primary screen, cell-based, HeLa CL3-4, BLA complementation, FRET ratio | HeLa CL3-4 TLR4/MyD88 BLA complementation | inhibition, % at 8.4 µM | AID 861, 2007 | 0.18% of 200,000 active; in the data active = inhibition above about 25%;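 note: 0% = vehicle and 100% = reference inhibitor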
Target sequence (O00206 whole entry, looked up): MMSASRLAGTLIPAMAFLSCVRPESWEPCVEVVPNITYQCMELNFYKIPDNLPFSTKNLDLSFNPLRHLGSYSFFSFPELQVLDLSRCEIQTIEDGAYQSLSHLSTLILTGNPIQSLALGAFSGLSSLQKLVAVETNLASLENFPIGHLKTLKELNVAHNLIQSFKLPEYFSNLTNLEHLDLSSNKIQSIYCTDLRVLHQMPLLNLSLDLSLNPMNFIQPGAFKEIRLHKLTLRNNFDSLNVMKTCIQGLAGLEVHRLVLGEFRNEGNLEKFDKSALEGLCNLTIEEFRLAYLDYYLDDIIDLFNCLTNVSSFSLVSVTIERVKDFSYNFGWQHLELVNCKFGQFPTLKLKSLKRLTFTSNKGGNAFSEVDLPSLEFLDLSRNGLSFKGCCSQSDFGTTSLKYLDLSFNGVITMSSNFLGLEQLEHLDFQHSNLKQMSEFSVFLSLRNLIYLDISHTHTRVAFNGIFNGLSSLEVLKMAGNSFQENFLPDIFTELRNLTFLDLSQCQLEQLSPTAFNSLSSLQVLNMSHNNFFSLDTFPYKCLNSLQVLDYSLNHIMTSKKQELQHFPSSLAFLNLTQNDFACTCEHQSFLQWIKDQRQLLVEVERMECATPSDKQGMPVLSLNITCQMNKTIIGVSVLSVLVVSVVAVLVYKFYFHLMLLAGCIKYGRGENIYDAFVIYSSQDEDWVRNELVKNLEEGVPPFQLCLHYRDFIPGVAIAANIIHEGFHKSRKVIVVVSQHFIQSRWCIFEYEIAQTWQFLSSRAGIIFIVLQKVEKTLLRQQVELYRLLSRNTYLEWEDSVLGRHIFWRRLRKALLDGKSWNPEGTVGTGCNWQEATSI
Target sequence (Q99836 whole entry, looked up): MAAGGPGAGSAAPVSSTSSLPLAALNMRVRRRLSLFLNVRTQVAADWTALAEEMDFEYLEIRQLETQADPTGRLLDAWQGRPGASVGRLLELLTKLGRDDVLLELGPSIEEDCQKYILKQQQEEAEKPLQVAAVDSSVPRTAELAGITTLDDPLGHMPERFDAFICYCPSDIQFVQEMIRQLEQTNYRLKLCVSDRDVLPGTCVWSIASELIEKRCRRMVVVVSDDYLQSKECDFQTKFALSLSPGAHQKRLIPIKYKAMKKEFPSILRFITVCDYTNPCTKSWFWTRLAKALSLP
STAT1 act: STAT1 signaling activators, primary screen, cell-based, HTS, luciferase reporter | NIH 3T3 STAT1-luciferase reporter, IFN-gamma, luminescence; 100% = IFN-gamma alone, no compound | activation (% of control), % at 5.5 µM | 2.6% of 200,000 active;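 active = activation above the screen-wide mean activation plus 3 SD, cut at about 130% in these data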;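 note: raw ratio to IFN-gamma control signal so 100% means no change and 0% no light; values of inactives mirror those of a sister screen read the other way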
G6PDH CS: L. mesenteroides G6PDH inhibitors, counter-screen for G6PDH-coupled screening assays, biochemical, Leuconostoc mesenteroides enzyme; glucose-6-phosphate dehydrogenase [Leuconostoc mesenteroides]; Purified L. mesenteroides G6PDH, diaphorase/resazurin coupled fluorescence, 45 min; inhibition, % at 5 µM; 0.12% of 200,000 active; AID 1020, 2008; in the data active = inhibition above about 50%
Diaph act CS: compounds boosting diaphorase resazurin reduction – biochemical, uHTS, resorufin fluorescence, counter-screen for diaphorase-coupled primary assays, primary screen; Diaphorase/resazurin coupled assay, 16 min; stronger effect = higher value; 1 = vehicle wells, 0 = NADH-free wells; activation factor at 20 µM; 0.005% of 190,000 active; AID 1229, 2008;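 active = diaphorase activity raised at least twofold by the compound at 20 µM; inactive = activation factor below 2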
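Material: purified diaphorase enzyme from Clostridium kluyveri / Medium: HEPES pH 7.4 buffer with MgCl2 and Tween 20 / Schedule: enzyme reaction of 16 min at room temperature / Measured by: resorufin fluorescence, excitation 544 nm, emission 590 nm / Evaluation: rise in resorufin formation, marking diaphorase activation or chemical reduction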
FLuc inh counter: firefly luciferase enzyme inhibitors, primary screen, artefact control for luciferase-based inhibitor screens, biochemical, luminescence, ATPLite; Luciferin 4-monooxygenase (Photinus pyralis), P08659; 10 min; inhibition, % at 10 µM; 1.5% of 200,000 active;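 active = inhibition above about 50% when tested at 10 µM, limit read from the data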
Diaph inh CS: diaphorase inhibitors and chemical oxidizers, primary screen, counter-screen for diaphorase-coupled primary assays, biochemical, uHTS, resorufin fluorescence. diaphorase resazurin-to-resorufin fluorescence, NADH, 16 min; bacterial (C. kluyveri) enzyme, not human. inhibition, % at 20 µM. 0.69% of 190,000 active. AID 1217, 2008;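 active = primary screen inhibition at 20 µM above a set limit, cut at about 50% in these data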;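 note: plate controls were DMSO with full reaction for no effect and wells lacking NADH for full effect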
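Detection: fluorescence of resorufin formed from resazurin, Ex 544/Em 590 nm; test system: Clostridium kluyveri diaphorase enzyme; amount: 0.14 U/mL diaphorase, enzyme working solution; times: 16-min room-temperature incubation before reading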
Active calls of the source: *; nt = not tested or not shown.

A first look:
SMILES	APP 5'UTR act	APP 5UTR inh	NF-kB neuron act	FLuc act counter	TLR4-MyD88 BLA	STAT1 act	G6PDH CS	Diaph act CS	FLuc inh counter	Diaph inh CS
Cc1ccc(N2C(=O)C3ON(c4ccccc4)C(c4ccncc4)C3C2=O)cc1 (stereo unspecified)	-2	2	1.2	1	-16	101	5	1	0	1
O=[N+]([O-])c1cc(/C=N/n2c(-c3ccncc3)n[nH]c2=S)ccc1Cl	-3	3	0.97	1.1	4	78	12	0.5	-7	53*
NC(=O)c1ccsc1NC(=O)COC(=O)COc1ccccc1F	-9	9	1.1	1.1	0	98	-6	0.8	-5	17
O=C(/C=C/c1cccs1)N1CCc2ccccc21	187*	-187	8.1*	0.1	-10	134*	5	0.8	92*	18

The listing (from the top)
SMILES	APP 5'UTR act	APP 5UTR inh	NF-kB neuron act	FLuc act counter	TLR4-MyD88 BLA	STAT1 act	G6PDH CS	Diaph act CS	FLuc inh counter	Diaph inh CS
Cc1ccc(N2C(=O)C3ON(c4ccccc4)C(c4ccncc4)C3C2=O)cc1 (stereo unspecified)	-2	2	1.2	1	-16	101	5	1	0	1
O=[N+]([O-])c1cc(/C=N/n2c(-c3ccncc3)n[nH]c2=S)ccc1Cl	-3	3	0.97	1.1	4	78	12	0.5	-7	53*
NC(=O)c1ccsc1NC(=O)COC(=O)COc1ccccc1F	-9	9	1.1	1.1	0	98	-6	0.8	-5	17
O=C(/C=C/c1cccs1)N1CCc2ccccc21	187*	-187	8.1*	0.1	-10	134*	5	0.8	92*	18
Cc1cccc(C(=O)Nc2nnc(-c3ccco3)o2)c1	6	-6	0.97	1	0	105	-2	0.9	-2	8
O=C(COc1ccc(S(=O)(=O)N2CCOCC2)cc1)Nc1ccc2c(c1)OCCO2	13	-13	1.1	1	0	100	2	0.9	-4	14
COC(=O)c1cc(NC(=S)N2CCN(C(=O)C3CCCO3)CC2)cc(C(=O)OC)c1 (stereo unspecified)	-5	5	1.1	1	-11	106	11	0.8	-2	20
O=C1c2ccccc2C(=O)N1CCc1c[nH]c2ccccc12	101	-101	4.6*	0.8	7	158*	18	0.8	25	23
CCOc1cc(C)c(Cl)cc1S(=O)(=O)N1CCCC1	19	-19	0.93	1.1	7	88	-6	0.9	-7	14
COCc1cc(C)nc2sc(C(=O)NCCO)c(-n3cccc3)c12	-25	25	1.3	1.1	8	110	7	1	-9	5
CSc1ccccc1NC(=O)c1cnc2scc(C)n2c1=O	15	-15	1.1	1	10	101	-35	0.8	-2	15
CCOC(=O)N1CCC(NC(=O)CN2C(=O)CCSc3ccccc32)CC1	3	-2	1	1	6	99	-3	0.9	-2	10
O=S(=O)(NCC1OCCc2ccccc21)c1ccccc1 (stereo unspecified)	9	-9	0.89	1	-2	105	-4	0.9	-4	9
Cc1onc(-c2ccccc2Cl)c1C(=O)N1CCc2ccccc21	-7	7	0.97	1.1	2	95	-13	0.9	-7	14
N#CC1=C(N)N(c2ccccc2)C(=O)C1	6	-6	1.1	1	-21	106	-3	1	-4	1
COc1cccc(CN2CCN(c3nc4nonc4nc3NC3CC3)CC2)c1	6	-6	0.85	1	-5	90	8	0.9	-4	12
CC1CCc2nc(NC(=O)Nc3ccc4c(c3)OCO4)sc2C1 (stereo unspecified)	37	-37	2.1	0.5	11	126	-3	0.9	53*	14
O=C(OC(C(=O)NCC1CCCO1)c1ccc(F)cc1)c1cccs1 (stereo unspecified)	-8	8	0.9	1	-10	98	5	1.1	3	-9
CC1CC(C(F)F)n2nc(C(=O)Nc3sc4c(c3C#N)CCC(C(C)(C)C)C4)nc2N1 (stereo unspecified)	-14	14	1.1	1.1	12	102	3	1	-11	-4
COC(=O)NNC(=O)c1ccccc1C	-14	14	2	1	-18	99	11	0.8	-3	17
CCC(C)NC(=O)c1c(N)n(/N=C/c2ccccn2)c2nc3ccccc3nc12 (stereo unspecified)	nt	nt	0.28	1	-7	108	0	0.8	-4	21
COc1ccc(N/C=C/C(=O)c2sc(-c3ccccc3)nc2C)cc1	3	-4	1.8	1	12	106	0	0.9	0	11
CC(=O)c1cccc(NC(=O)NC2CCCCC2)c1	2	-2	1.3	0.9	-7	106	-1	0.9	7	10
COc1ccc(/C=N/NC(=O)CCc2nc3ccccc3[nH]2)cc1	-14	14	1	1	-5	103	2	1	0	1
Cc1ccc(C)c(NC(=O)Cc2csc(-c3ccccc3)n2)c1	8	-8	0.89	1	5	97	1	0.9	-4	14
The listing continues:
SMILES	APP 5'UTR act	APP 5UTR inh	NF-kB neuron act	FLuc act counter	TLR4-MyD88 BLA	STAT1 act	G6PDH CS	Diaph act CS	FLuc inh counter	Diaph inh CS
COc1cc2c(cc1OC)CN(c1ccc(-c3ccccc3OC)nn1)CC2	-3	3	1.1	1.2	10	92	3	0.9	-24	14
Cc1nc(NC(=S)NC(=O)c2cccs2)ccc1Br	68	-68	2.2	0.4	-6	101	-4	0.9	58*	6
COc1cc(-c2cc(C(=O)O)c3cc4c(cc3n2)OCCO4)cc(OC)c1OC	12	-12	0.91	1	0	95	-3	0.9	-3	6
Cc1ccc(N(CC(=O)N/N=C/c2ccc(OCC(N)=O)cc2)S(C)(=O)=O)cc1Cl	-8	8	0.87	1	-8	104	14	0.9	-2	7
CN(C)S(=O)(=O)c1cccc(NC(=O)CNCC2CCCCC2)c1	11	-11	1.1	1	1	100	5	0.8	-4	23
CCOC(=O)C1CCN(C(=O)C(C)Sc2ccc(Cl)cc2)CC1 (stereo unspecified)	-3	3	0.96	1.1	5	95	-2	0.9	-9	12
CCC(Sc1nc2n[nH]c(C)c2c(=N)n1-c1cccc(Cl)c1C)C(=O)N(CC)CC (stereo unspecified)	17	-17	1.1	1	2	101	1	1	2	1
O=C(Cn1c(=O)oc2cc(S(=O)(=O)N3CCCC3)ccc21)N1CCCC1	-4	4	0.98	1	1	103	6	1	-2	-2
CCN1CCC[C@H]1CNC(=O)c1c(O)c(Cl)cc(Cl)c1OC	nt	nt	nt	1	nt	nt	9	1	3	3
CCOC(=O)c1c(NC(=O)c2nn(C)cc2[N+](=O)[O-])sc(C)c1C	-23	23	1.1	1	-11	97	1	1	-4	2
COc1ccccc1-n1nc(C(=O)Nc2ccc3c(c2)OCO3)c2ccccc2c1=O	12	-12	1.3	1	7	99	4	1	-3	-3
O=C(COC(=O)C1=COCCO1)Nc1ccccc1Oc1ccccc1	-3	3	0.86	1.1	2	100	-5	0.9	-12	8
CCOc1cccc(C=Nc2cc(C)cc(C)c2O)c1O	-2	2	1.5	1	5	97	16	0.9	5	8
CCn1c(=O)c(C(=O)NCc2ccc(OC)cc2)c(O)c2ccccc21	0	0	1	1.1	5	102	-24	0.9	-7	8
O=C(COc1ncnc2cc([N+](=O)[O-])ccc12)NCCc1ccc(Cl)cc1	5	-5	0.89	1.1	3	113	1	0.8	-11	25
O=C(CCc1nc(-c2ccccc2)c(-c2ccccc2)o1)OCc1ccc(Br)cc1	-12	12	1	1.1	-2	102	7	0.8	-9	16
COC(=O)c1scc(C)c1NC(=O)Nc1ccccc1	10	-10	1	1.1	-17	97	4	0.9	-7	7
CC(CCc1ccccc1)NC(=O)c1ccco1 (stereo unspecified)	8	-8	1.3	1	9	103	-1	1	-3	1
CCCCOc1ccc(C(C)NC(=O)CCS(=O)(=O)Cc2ccccc2F)cc1 (stereo unspecified)	-5	5	1.1	1	-1	108	-10	0.8	-4	17
CC(C)C1Nc2ccc(S(N)(=O)=O)cc2C2C=CCC21 (stereo unspecified)	16	-16	1	1.1	-11	100	-25	0.7	-6	34
O=C(Nn1c(=O)[nH]c2ccccc2c1=O)c1ccco1	nt	nt	1.1	1.1	6	97	1	0.9	-5	10
COC(=O)c1cc2c(s1)CS(=O)C2 (stereo unspecified)	-11	11	1.1	1.1	-8	101	3	1	-9	-1
S=C1NC[C@H](c2ccccc2)N1CC1CCCCC1	-7	7	0.92	1.1	-11	94	8	0.8	-8	20
CCOc1ccc(C2c3[nH]c4ccccc4c3CCN2C(=O)Cn2cncn2)cc1 (stereo unspecified)	7	-7	0.91	1	3	90	8	0.8	-4	19
OCC1CCCCN1C(=S)Nc1cccc(Cl)c1 (stereo unspecified)	27	-27	0.84	1	10	130*	10	0.9	-4	10

3 entries out of the list above, ordered by their value in NF-kB neuron act, smallest number first.
mol | NF-kB neuron act
O=C(COC(=O)C1=COCCO1)Nc1ccccc1Oc1ccccc1 | 0.86
O=C(CCc1nc(-c2ccccc2)c(-c2ccccc2)o1)OCc1ccc(Br)cc1 | 1
CCC(Sc1nc2n[nH]c(C)c2c(=N)n1-c1cccc(Cl)c1C)C(=O)N(CC)CC (stereo unspecified) | 1.1

Next structures.
SMILES	APP 5'UTR act	APP 5UTR inh	NF-kB neuron act	FLuc act counter	TLR4-MyD88 BLA	STAT1 act	G6PDH CS	Diaph act CS	FLuc inh counter	Diaph inh CS
Cc1ccc(Nc2nc3nonc3nc2N(C)C)cc1	-11	11	1.2	1.1	-2	92	-3	0.9	-5	12
CCOC(=O)N1CCN(C(=O)CN(C2CCCCC2)S(C)(=O)=O)CC1	-3	3	1.1	1	8	101	-1	0.9	-3	11
CC(C)(C)C(=O)NC1CCN(C(=O)N2CCCC2)CC1	-12	12	1.1	1.1	12	97	-15	1	-8	2
Cc1cccc(-n2c(Cn3nc(C)c([N+](=O)[O-])c3C)n[nH]c2=S)c1	6	-6	1	1.1	-5	100	-4	0.8	-7	22
O=C(CC(CC(=O)c1ccccc1)C(=O)O)c1ccccc1	12	-12	1.3	1	-4	104	3	1.1	2	-9
Cc1cc(NC(=O)Cn2c(C)nc3ccccc3c2=O)ccc1Br	4	-4	0.9	1	-3	98	8	0.9	-4	7
CCOC(=O)c1cn(CC2CC2)c2cc(F)c(F)cc2c1=O	6	-6	1	1	-5	95	16	0.9	0	15
Cc1cc(N2CCN(C(c3ccccc3)c3ccc(Cl)cc3)CC2)n2ncnc2n1 (stereo unspecified)	20	-20	0.97	1.1	10	98	17	0.8	-9	16
CC(C)CC(=O)Nc1ccccc1-c1nnn(CC(=O)N2CCc3ccccc3C2)n1	6	-6	1	1.1	-16	105	5	0.9	-8	7
CN(C)CCNc1oc(COc2ccc(Cl)cc2)nc1C#N	-11	11	1	1	-9	103	8	1.1	-1	-10
CC(C)N1CCN(Cc2ccc(OCc3ccccc3)cc2)CC1CCO (stereo unspecified)	9	-9	0.8	1.1	3	93	13	0.9	-9	14
O=c1ccc(Oc2nc(N3CCOCC3)nc(N3CCOCC3)n2)n[nH]1	-16	16	0.98	1	8	99	5	1	-4	3
CC(/C=N\NC(=O)CN1CCN(Cc2ccccc2)CC1)=C\c1ccco1	0	0	1.1	1.1	4	92	-10	0.9	-6	14

High-throughput results (PubChem BioAssay)
